MPTP inh: blocks calcium-induced mitochondrial swelling | isolated mouse mitochondria, Ca2+ swelling absorbance, 30 min | inhibition, % at 10 µM | actives 1.4% (n = 360,000) | AID 602449;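 active = inhibition of 50% or more, scaled per plate between neutral and stimulator controls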;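 note: 0% = DMSO wells given calcium and 100% = 1 mM EGTA wells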
* marks the source's active call; other numbers are inactive results.

MPTP inh	mol
0.2	O=C(CCc1c[nH]c2ccccc12)OCC(=O)c1ccccc1
-0.4	O=C(NCc1cccc(Cl)c1)C1Cc2c(-c3ccccc3)ccnc2O1 (stereo unspecified)
-1.6	O=C(NCC[C@H]1CC[C@H](NS(=O)(=O)c2ccc(F)cc2)[C@@H](CO)O1)c1ccc2c(c1)OCO2
-0.7	COC(=O)C1CCN(C2CN(Cc3ccc(F)cc3)S(=O)(=O)C2)CC1 (stereo unspecified)
-0.3	CN1OC[C@@H]2CN(S(=O)(=O)c3cccc(C(F)(F)F)c3)[C@H](c3ccc(-c4cccnc4)cc3)C[C@@H]21
1.2	CCOC(=O)[C@]12CCCC=C1N(Cc1ccco1)C(=O)[C@H](CC(=O)NCCc1ccccc1OC)C2
2.6	CCCCc1c(-c2ccccc2OC)ncn1C1CCCC1
-1.0	CCCCc1c(-c2ccc(F)cc2F)ncn1CCc1ccccc1OC
0.8	CCOC(=O)C1=CCN(S(=O)(=O)c2ccccc2Cl)C1c1cccc(C)c1 (stereo unspecified)
0.1	COc1ccc(NC(=O)c2cc(C3CCCCN3C(=O)c3cc(OC)c(C)c(OC)c3)on2)c(C)c1 (stereo unspecified)
0.9	c1ccc(COc2ncnc3c2ncn3CCCN2CCN(Cc3cccc4ccccc34)CC2)cc1
-0.6	CCN(CC)C(=O)C1=C(C)N(CCCOC)C(=O)C(CC(=O)NC2CC2)C1 (stereo unspecified)
-1.1	CCN(CC)C(=O)c1csc([C@@H]2O[C@H](CO)[C@H](O)[C@H](O)[C@H]2O)n1
-0.9	COc1ccc(C(=O)NCC(=O)OCC(=O)c2ccccc2Br)cc1OC
-0.1	O=C(C[C@H]1C=C[C@@H](NC(=O)c2ccncc2)[C@@H](CO)O1)NCC1CC1
-0.1	COc1cccc(-c2nc3n(n2)CCc2ccccc2-3)c1
1.3	COc1cc(-c2cnc3c(NC=O)cc(-c4ccccc4Cl)cn23)cc(OC)c1OC
0.0	CCOC(=O)C1CCCN(C(=O)c2cccc3ccccc23)CC1 (stereo unspecified)
-0.2	O=S1(=O)CC(N2CCC(Cc3ccccc3)CC2)CN1C1CCCC1 (stereo unspecified)
-2.4	O=C1NC[C@H](CCCCN2C[C@H](Cc3ccccc3)N(Cc3ccccc3)C(=O)C2=O)N(CCC2CCCCC2)C1=O
1.3	CCOC(=O)[C@]12CCC=C1N(Cc1ccc3c(c1)OCO3)C(=O)[C@H](CC(=O)NCc1ccc(OC)c(OC)c1)C2
0.2	CCC(=O)Nc1cc(OC)c(NC(=S)Nc2ccccc2CC)cc1OC
41	CCCS(=O)(=O)NC(=O)C1(C)CCN(C(=O)c2ccco2)C1 (stereo unspecified)
-0.5	CCc1nc2ccc(C(=O)Nc3ccc(NC(C)=O)cc3)cn2c1N(C)CCCc1ccccc1
0.1	CCc1nc2cc(NC(=O)C3(C)CCCN(C(C)=O)C3)ccc2o1 (stereo unspecified)
0.4	CC(C)NC(=O)c1ccc(-c2ccc(F)c(F)c2)c2ccoc12
-1.8	COc1ccc(NC(=O)c2cc(C3CCCCN3S(=O)(=O)Cc3ccccc3)on2)c(C)c1 (stereo unspecified)
-0.8	OC[C@@H]1CN(Cc2ccc(Cl)cc2)C[C@H](n2cnc3c(NC4CC4)ncnc32)O1
0.5	CCCCn1nnnc1C(c1ccccc1)N1CCN(c2ccccc2)CC1 (stereo unspecified)
0.1	CCOC(=O)[C@]12CCC=C1N(Cc1ccc(Cl)cc1Cl)C(=O)[C@H](CC(=O)NCc1ccccc1)C2

Part of the list above, reformatted.
| mol | MPTP inh |
| --- | --- |
| O=C(NCc1cccc(Cl)c1)C1Cc2c(-c3ccccc3)ccnc2O1 (stereo unspecified) | -0.4 |
| CN1OC[C@@H]2CN(S(=O)(=O)c3cccc(C(F)(F)F)c3)[C@H](c3ccc(-c4cccnc4)cc3)C[C@@H]21 | -0.3 |

Exported with bars between the fields: six of the compounds above.
smiles | MPTP inh
O=C(CCc1c[nH]c2ccccc12)OCC(=O)c1ccccc1 | 0.2
O=C(NCc1cccc(Cl)c1)C1Cc2c(-c3ccccc3)ccnc2O1 (stereo unspecified) | -0.4
O=C(NCC[C@H]1CC[C@H](NS(=O)(=O)c2ccc(F)cc2)[C@@H](CO)O1)c1ccc2c(c1)OCO2 | -1.6
COC(=O)C1CCN(C2CN(Cc3ccc(F)cc3)S(=O)(=O)C2)CC1 (stereo unspecified) | -0.7
CN1OC[C@@H]2CN(S(=O)(=O)c3cccc(C(F)(F)F)c3)[C@H](c3ccc(-c4cccnc4)cc3)C[C@@H]21 | -0.3
CCOC(=O)[C@]12CCCC=C1N(Cc1ccco1)C(=O)[C@H](CC(=O)NCCc1ccccc1OC)C2 | 1.2

More compounds follow:
MPTP inh	mol
-1.3	CCNC(=O)C1(C)CCN(C(=O)c2ccc(C)c(F)c2)C1 (stereo unspecified)
0.5	CCCCNC(=O)C(NC(=O)c1cnc(C)cn1)C(=O)c1ccccc1 (stereo unspecified)
0.8	COc1ccc(-c2ccc(C(=O)Nc3ccc(NC(C)=O)cc3)c3occc23)c(C)c1
0.4	COCCCNC(=O)c1cccc2c(-c3ccnn3C)coc12
-0.3	COc1ccccc1C(NC(=O)C1CCN(CCOc2ccc(Cl)cc2)CC1)c1ccccn1 (stereo unspecified)
-1.1	Cc1ccc(Cc2c(-c3ccccc3)nc3ccc(Br)cn23)cc1
0.6	CC(=O)NC(c1cccc(F)c1)c1nc(-c2cnn(C)c2)cs1 (stereo unspecified)
0.2	CCc1nc2c(OCc3cc(Cl)cc(Cl)c3)cccn2c1N(C)C(=O)c1cccc(OC)c1
-2.3	COc1ccc(CN(C)CCCn2ccc(NC(=O)OCc3ccccc3)nc2=O)cc1OC
-0.1	COc1cccc(C(NC(C)=O)c2nc(-c3cccnc3)cs2)c1 (stereo unspecified)
-2.4	N#CCCn1cc(C(=O)CN2C(=O)NC3(CCc4ccccc43)C2=O)c2ccccc21 (stereo unspecified)
2.1	COc1ccc(C(C)(O)c2nc(-c3ccc4ccccc4c3)cs2)cc1 (stereo unspecified)
1.3	CC(=O)NC(c1ccccc1)c1nc(-c2cccc(C(C)C)c2)cs1 (stereo unspecified)
-0.1	COc1ccccc1-c1cnc(C(O)c2cc(C)c(OC)c(C)c2)[nH]1 (stereo unspecified)
1.2	N#CCCCc1cn(-c2nc3ccccc3s2)nn1
0.6	C[C@@H]1CN([C@H](C)CO)C(=O)CCCn2cc(nn2)CO[C@H]1CN(C)C(=O)c1ccc2ccn(C)c2c1
-1.0	CCC(CC)C(=O)N(C)c1c(C)nc2c(OCC3CCCCC3)cccn12
-0.1	O=C(C[C@H]1C(=O)N(C2CCCCC2)C[C@@H]1c1ccccc1)Nc1ccc(Br)cc1
0.3	CCOC(=O)C1=CCN(S(=O)(=O)c2ccccc2C)C1c1ccc(Cl)c(Cl)c1 (stereo unspecified)
0.0	COc1ccc(Cc2c(C(C)(C)C)nc3ccc(Cl)cn23)c(C)c1
-0.4	CC1(C(=O)NCc2ccccc2)CSCC(=O)N1CCCN1CCOCC1 (stereo unspecified)
-0.9	Cc1ccc(S(=O)(=O)N2C[C@H]3n4c(=O)ccc(=O)n4C[C@H](OC(=O)Nc4c(C)noc4C)[C@@]3(O)C2)cc1
-1.6	CCN(CC)c1c(C)nc2ccc(C(=O)Nc3cc(-c4ccccc4)ccc3OC)cn12
0.5	CCCNC(=O)c1cc(C2CCCCN2S(=O)(=O)c2ccccc2)on1 (stereo unspecified)
0.4	CC1(C(=O)Nc2cnc3ccccc3c2)CCN1C(=O)CCc1ccccc1 (stereo unspecified)
1.3	COC(=O)c1ccc2nc(-c3cccc(Br)c3)c(Cc3cccc(F)c3)n2c1
0.1	CC1=C2C3OC(=O)C(C)C3CCC2(C)C=C(Cl)C1=O (stereo unspecified)
-1.2	COc1cc(CNC(=O)Nc2cccn3nc(COCCO)nc23)cc(OC)c1OC
0.6	CCc1nc2ccc(C(=O)Nc3cc(-c4ccccc4)ccc3OC)cn2c1N(C)Cc1ccc(Cl)cc1
-0.7	C[C@@H]1CN([C@@H](C)CO)C(=O)c2cc(Br)cnc2O[C@@H]1CN(C)Cc1cncnc1

Quoted at random: three records from the list, in no set order.
MPTP inh	mol
-2.4	N#CCCn1cc(C(=O)CN2C(=O)NC3(CCc4ccccc43)C2=O)c2ccccc21 (stereo unspecified)
-0.4	CC1(C(=O)NCc2ccccc2)CSCC(=O)N1CCCN1CCOCC1 (stereo unspecified)
0.6	CCc1nc2ccc(C(=O)Nc3cc(-c4ccccc4)ccc3OC)cn2c1N(C)Cc1ccc(Cl)cc1

Next part.
MPTP inh	mol
-0.8	COCCNC(=O)C1(C)Cc2c(-c3cccc(C(N)=O)c3)ccnc2O1 (stereo unspecified)
7.7	Cn1c(=O)c2cc(NC(=O)NCCc3cccs3)ccc2n1-c1ccc(C(C)(C)C)cc1
1.0	ClC(Cl)(Cl)C1=NCc2nnn(Cc3ccccc3)c2N1
0.1	CC1(C(=O)NCc2ccc(F)c(F)c2)Cc2c(-c3ccccc3)ccnc2O1 (stereo unspecified)
-0.8	CNC(=O)C[C@H]1C(=O)N(c2ccc(OC)cc2)C[C@@H]1C
0.9	Cc1cccc(-c2cnc(C(O)Cc3ccccc3)[nH]2)c1 (stereo unspecified)
-0.7	C[C@@H]1CN([C@H](C)CO)C(=O)c2cc(C#CC3CC3)cnc2O[C@H]1CN(C)S(C)(=O)=O
-1.5	Cc1ccc(S(=O)(=O)N(C)C[C@@H]2OCc3ccccc3-c3c(n(C)c4ccccc34)C(=O)N([C@H](C)CO)C[C@@H]2C)cc1
0.4	Cc1cccc(C)c1NC(=O)C(C1CC1)n1c(=O)c(-c2ccccc2)nc2ccccc21 (stereo unspecified)
0.1	CCCC1NC(=O)c2cc3ccccc3cc2-n2c1nc1cc(F)ccc1c2=O (stereo unspecified)
-0.7	Cc1ccc(N2CCN(C3C(=O)Nc4ccccc4-n4nnnc43)CC2)cc1 (stereo unspecified)
-0.1	Cc1cc(C)nc(NS(=O)(=O)c2ccc(NCN3C(=O)c4ccccc4C3=O)cc2)n1
0.8	CC(=O)Nc1ccc(C(C#N)=Cc2ccc(N(C)CCC#N)cc2)cc1
-0.8	COc1cccc(C(=O)NCC2CCCN(C(=O)Cc3cccc(C)c3)C2)c1OC (stereo unspecified)
-0.4	COc1ccc(C(=O)NC(=S)Nc2ccc3[nH]c(=O)[nH]c3c2)cc1Br
0.6	CCOC(=O)c1ccc(Nc2ccc(C(C)=O)cc2)cc1
-0.2	Cc1ccc(CNC(=O)CSc2nnc(CNC(=O)c3ccc(F)cc3)o2)cc1
-1.3	COc1cc(NC(=O)CC[C@H]2O[C@@H](n3cnc4c(NC(=O)c5ccccc5)ncnc43)[C@H](O)[C@@H]2O)cc(OC)c1OC
-1.9	COC(=O)c1ccc(Cn2c(C)c(C(=O)NCc3ccco3)sc2=O)o1
-0.2	CCOC(=O)C1CCC(C(=O)OCC)N1c1ccc(C=O)cc1 (stereo unspecified)
-0.6	CN(C)c1cccc(CNC(=O)c2ccc3nc([C@H]4C[C@H](O)[C@@H](CO)O4)[nH]c3c2)c1
-0.5	CC1(C)C(=Cc2ccccc2)C(=O)c2ccccc21
0.6	COc1ccc(OC)c(CN2C(=O)CN(S(C)(=O)=O)CC2(C)C(=O)Nc2c(C)cccc2C)c1 (stereo unspecified)
3.0	CC(C)C(N)c1csc(Nc2ccc(C(F)(F)F)cn2)n1 (stereo unspecified)
0.2	NC(c1csc(Nc2ncccn2)n1)c1ccccc1Cl (stereo unspecified)
-1.0	CCOC(=O)C1(C)CCN1C(=O)c1cc(C)oc1C (stereo unspecified)
0.2	Cc1cccc(CNC(=O)c2sc(=O)n(Cc3ccc(S(C)(=O)=O)cc3)c2C)c1
2.1	COCCCn1c(C(=O)Nc2ccc3c(c2)OCO3)cc2c(=O)n3cccc(C)c3nc21
0.2	O=C1C(CCc2ccccc2)ON=C(c2cnccn2)N1Cc1ccc(F)cc1 (stereo unspecified)
1.4	Cc1cc2oc(=O)cc(CN(Cc3ccccc3)Cc3ccccc3)c2cc1Cl

Taken from above.
Result for CCOC(=O)c1ccc(Nc2ccc(C(C)=O)cc2)cc1 in MPTP inh: 0.6
Result for COc1ccc(OC)c(CN2C(=O)CN(S(C)(=O)=O)CC2(C)C(=O)Nc2c(C)cccc2C)c1 (stereo unspecified) in MPTP inh: 0.6

(listing goes on)
MPTP inh	mol
-1.7	CC1(C(=O)NS(=O)(=O)c2cccc(C#N)c2)CCN1C(=O)CCc1ccccc1 (stereo unspecified)
0.3	CS(=O)(=O)N1CCCCC1c1cc(C(=O)Nc2ccc3c(c2)OCO3)no1 (stereo unspecified)
2.4	O=C(Nc1ccc(Cl)c(C(F)(F)F)c1)C1Cc2c(-c3ccc4c(c3)OCO4)ccnc2O1 (stereo unspecified)
0.4	O=C(NCCN1CCCC(O)C1)c1cc(COc2cccc(C(F)(F)F)c2)on1 (stereo unspecified)
0.7	CC1=C(C(=O)N(C(C)C)C(C)C)CC(CC(=O)NCCN2CCOCC2)C(=O)N1Cc1ccc(C(C)(C)C)cc1 (stereo unspecified)
1.6	O=C(Nc1cccc(Oc2ccccc2)c1)C1Cc2c(-c3ccco3)ccnc2O1 (stereo unspecified)
-1.9	CN1OC[C@@H]2CN(S(=O)(=O)c3ccccc3)[C@H](c3ccc(-n4ccnc4)cc3)C[C@@H]21
1.0	CC(=O)Nc1cc(-c2ccc(C(=O)N3CCOCC3)cc2)cn2c(-c3ccc(F)cc3)cnc12
0.2	NC(=O)c1cccc(-c2ccnc3c2CC(C(=O)NCCc2ccccc2)O3)c1 (stereo unspecified)
-0.2	Cc1ccccc1NC(=O)C(C)OC(=O)C1CCCO1 (stereo unspecified)
26	CC(NC(=O)C1CCN(Cc2ccc(Oc3ccccc3)cc2)CC1)c1cccc2ccccc12 (stereo unspecified)
0.4	COc1ccc(C2=Nc3ccccc3NC(=O)C2N(Cc2ccc(F)cc2)C(=O)c2ccco2)cc1 (stereo unspecified)
-1.0	CC1CCCN(S(=O)(=O)c2ccc3c(c2)OCCO3)C1 (stereo unspecified)
0.8	CC(C)c1cc(C(=O)NCc2ccc(F)cc2)c(N)s1
1.5	C=CCN(c1ccc(F)cc1)S(=O)(=O)c1cc(C(=O)NC2CC2)ccc1Cl

Bioassay records: PubChem BioAssay, Sanford-Burnham Center for Chemical Genomics

Only part of the results is shown; the hit share may differ from the screen's.
